GPR55 activation – GPR55 agonists via beta-arrestin recruitment, primary screen, imaging, U2OS cells, beta-arrestin-GFP redistribution (AID 1961); G-protein coupled receptor 55 (Homo sapiens); U2OS GPR55 beta-arrestin-GFP redistribution imaging; higher % means a stronger effect; one-dose activation, % at 10 µM; EC50 in µM for titrated hits; 290,000 compounds, 0.048% hits;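 active means activation above 40% with more than 50 cells counted in the well; inconclusive means wells holding fewer than 50 cells, flagged as toxic or sparse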;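 further: U2OS osteosarcoma cells stably expressing GPR55 and beta-arrestin-GFP; plate controls were DMSO negative control for no effect and LPI positive control for full effect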
NTR1 ag – agonists of NTR1, primary screen, imaging, U2OS cells, beta-arrestin-GFP, high content (AID 493036). Neurotensin receptor type 1 (Homo sapiens), P30989. NTR1-U2OS beta-arrestin-GFP spot imaging, agonist mode. activation, % at 20 µM. 330,000 compounds, 0.17% hits;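 active means activation at or above 40% of the spot to cytoplasm intensity ratio, with at least 20 cells analyzed; inconclusive means wells under 20 cells, flagged as cytotoxic or low count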;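 further: 0% = DMSO without peptide and 100% = 100 nM NTR1 peptide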
Target sequence (P30989 whole entry, looked up): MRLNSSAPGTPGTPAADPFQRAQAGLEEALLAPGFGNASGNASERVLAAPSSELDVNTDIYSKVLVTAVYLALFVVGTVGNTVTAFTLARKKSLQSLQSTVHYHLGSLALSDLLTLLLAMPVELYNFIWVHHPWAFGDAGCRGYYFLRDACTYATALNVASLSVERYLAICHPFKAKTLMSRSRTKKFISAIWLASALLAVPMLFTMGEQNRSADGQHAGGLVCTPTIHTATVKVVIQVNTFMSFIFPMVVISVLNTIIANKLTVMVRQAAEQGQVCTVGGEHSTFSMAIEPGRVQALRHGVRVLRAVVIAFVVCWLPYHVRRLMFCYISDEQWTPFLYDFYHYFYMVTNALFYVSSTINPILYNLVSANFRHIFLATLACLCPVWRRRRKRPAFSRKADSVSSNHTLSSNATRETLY
AID2073 – inhibitors of Mint1-CaV2.2 protein interaction, biochemical, HTRF (AID 2073); 290,000 compounds, 0.19% hits; inhibition, % at 20 µM; hits with a dose series show IC50 in µM; Voltage-dependent N-type calcium channel subunit alpha-1B (Homo sapiens); HTRF protein-protein interaction, Mint1-CaV2.2; higher % means a stronger effect; in the data active means inhibition mostly above about 51%, no sharp cut-off; inconclusive means no clear call, values can overlap the other calls; inactive means mostly below about 53%; further: some results filed as inactive read as strong as hits
GPR55 antagonists – GPR55 antagonists blocking LPI-driven arrestin recruitment, primary screen, imaging, U2OS, beta-arrestin-GFP, LPI agonist (AID 2013); G-protein coupled receptor 55 (Homo sapiens); U2OS GPR55 beta-arrestin-GFP translocation imaging, LPI antagonism; higher % means a stronger effect; inhibition, % at 10 µM; hits with a dose series show IC50 in µM; 290,000 compounds, 0.13% hits;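 active means spots per cell inhibited over 60%, with over 100 cells counted and total cytoplasm intensity under 500,000; inconclusive means wells with under 100 cells, flagged as likely toxic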;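 further: U2OS cells stably carrying GPR55 and arrestin-GFP stimulated by 5 µM LPI near EC80; imaged beta-arrestin-GFP aggregate spots per cell after agonist stimulation; plate controls were LPI-stimulated DMSO wells for no effect and DMSO wells without LPI for full effect; some results filed as inactive read as strong as hits; confirmed hits need IC50 under 10 µM and bright autofluorescent wells are also inconclusive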
UTI89 phage lysis – inhibition of K1F phage lysis, E. coli UTI89, bacterial capsule biogenesis inhibitors, alamar blue (AID 488966); E. coli UTI89 K1F phage lysis, alamar blue, 2 h; higher % means a stronger effect; inhibition, % at 100 µM; hits with a dose series show IC50 in µM; 340,000 compounds, 0.02% hits;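 active means phage lysis inhibition, versus mean bacterial control, above a set limit; inconclusive means no clear call, values can overlap the other calls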;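 further: capsule biogenesis inhibitors block K1F phage lysis so surviving cells raise fluorescence; higher fluorescence means more inhibition of phage lysis; actives were called in the ten point dose series up to 300 µM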
NS5 inhibitors – Dengue-2 NS5 methyltransferase inhibitors, primary screen, biochemical, confirmation dose response (AID 588689) | Genome polyprotein (Dengue virus type 2 (strain 16681-PDK53)) | Dengue-2 NS5 methyltransferase capping enzyme assay, biochemical; higher % means a stronger effect | one-dose inhibition, % at 25 µM; IC50 in µM for titrated hits | 340,000 compounds, 0.3% hits; in the data active means a potency from the dose series; inconclusive means inhibition above about 29% without an active follow-up result
HIV peptide binding – inhibitors of HIV fusion peptide binding, primary screen, biochemical, uHTS, fluorescence dequenching (AID 1986); cell-free peptide binding, fluorescence dequenching, 30 min; higher % means a stronger effect; inhibition, % at 20 µM; hits with a dose series show IC50 in µM; 290,000 compounds, 0.3% hits; in the data active means inhibition mostly above about 52%, no sharp cut-off; inactive means mostly below about 76%; further: some results filed as inactive read as strong as hits
Siah-1 displacement – Siah-1 peptide-binding antagonists, primary screen, biochemical, fluorescence polarization, rhodamine-plectin, uHTS (AID 1817) | one-dose displacement, % at 20 µM; IC50 in µM for titrated hits | 290,000 compounds, 0.02% hits | Siah-1 / rhodamine-plectin peptide fluorescence polarization; higher % means a stronger effect;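 active means displacement of at least 50% at 20 µM, with a fluorescence ratio check between 0.3 and a set limit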;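 further: plate controls were Siah plus tracer with DMSO for no effect and tracer alone without Siah for full effect; strong numbers were not always called active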
GPR35 antagonists – GPR35 antagonists blocking zaprinast-driven arrestin recruitment, primary screen, imaging, U2OS, beta-arrestin-GFP, zaprinast agonist (AID 2058); G-protein coupled receptor 35 (Homo sapiens); U2OS GPR35 beta-arrestin-GFP translocation imaging, zaprinast antagonism; higher % means a stronger effect; inhibition, % at 10 µM; hits with a dose series show IC50 in µM; 290,000 compounds, 0.052% hits;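 active means inhibition of at least 50% with at least 30 cells and total cytoplasm GFP at most 10,000,000; inconclusive means under 30 cells or total GFP of 10,000,000 plus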
NTR1 ag cell count 20 µM – second read-out of NTR1 ag, no call of its own (marks repeat the call); cell count; measured here: cell count, cytotoxicity flag
NS5 inhibitors pilot replicate – also measured in NS5 inhibitors; calls as there; inhibition, %; measured here: pilot screen replicate inhibition
The depositor's hits bear a star; ? = inconclusive; . = no result given; & = joins results of further samples; [ ] = dose if it differs, or a comment.

SMILES	GPR55 activation	NTR1 ag	NTR1 ag cell count 20 µM	AID2073	GPR55 antagonists	UTI89 phage lysis	NS5 inhibitors	HIV peptide binding	Siah-1 displacement	GPR35 antagonists	others
COc1ccc(N2CCN(C3CCCN(C(=O)CN4CCCCC4=O)C3)CC2)cc1 (configuration not stated)	0.3%	0.3	56	-8%	-6%	1.2%	-4%	-0.7%	1%	12%
COc1ccccc1NC(=O)C(C)N(C)CCOc1ccccc1 (configuration not stated)	-0.2%	0.4	47	3%	0%	-1.2%	-1%	-1.0%	-6%	-6%
Cc1ccc(-c2noc(-c3ccccc3C(=O)N3CCN(C)CC3)n2)cc1	0.3%	-0.2	58	5%	3%	0.4%	0%	-3.1%	1%	13%
CCOc1ccc(OCC(=O)Nc2nccs2)cc1	0.2%	0.0	88	31%	-3%	-0.6%	-1%	1.3%	1%	-12%
Cc1ccnc(NC(=O)CCC(=O)N(CC(=O)NC(C)(C)C)c2ccc3c(c2)OCCO3)c1	0.2%	-1.0	46	1%	-13%	2.1%	-1%	-0.5%	0%	3%
COc1cc(NS(=O)(=O)c2ccc(C)cc2)ccc1-n1cnnn1	0.6%	-0.5	57	-1%	9%	4.9%	-1%	0.0%	1%	-7%
COC(=O)c1cnc2c(c(C)nn2C)c1OC	1.0%	-0.4	53	1%	5%	.	.	-0.6%	-2%	-1%
C=CCN=C1CCCc2c1[nH]c1ccc(C)cc21	-0.6%	5.3	39	48%	35%	0.4%	-5%	1.1%	4%	-7%
Cc1noc(C)c1S(=O)(=O)Nc1cccc(CO)c1	-0.2%	0.2	47	39%	7%	0.0%	-11%	1.1%	-2%	-11%
O=C(NC(=S)N1CCCCC1c1cccnc1)c1ccc(Br)cc1 (configuration not stated)	-0.1%	-0.9	62	-14%	6%	1.2%	5%	3.1%	2%	-6%
CCn1c(=O)c(=O)[nH]c2cc(C(=O)NCc3ccc(F)cc3)ccc21	0.6%	-0.3	39	0%	2%	0.2%	-3%	1.5%	18%	3%
OC(COc1ccc(F)cc1)CN1CCN(CC(O)COc2ccc(F)cc2)CC1 (configuration not stated)	0.3%	-0.7	80	44%	-6%	0.0%	-5%	0.3%	-3%	-3%
Cc1ccc(S(=O)(=O)CCC(=O)OCC(=O)Nc2cc(C)on2)cc1	-0.2%	-1.4	89	-7%	2%	-1.9%	-9%	12%	-6%	0%
O=C(CCSc1ccc(F)cc1)Nc1ccc(-n2cnnn2)cc1	-1.0%	-2.4	68	1%	-5%	-2.0%	-7%	-3.2%	-3%	-5%
Cc1ccc(C(=O)CSC2=NC(N)=C(C#N)C3(CCCCC3)C2C(N)=O)cc1 (configuration not stated)	-0.1%	3.7	93	-3%	-3%	-0.4%	-9%	0.5%	-1%	8%	NS5 inhibitors pilot replicate=19
O=C(Nc1ccnc(-c2cccnc2)n1)c1ccc(Cl)cc1	0.0%	2.2	75	3%	-9%	8.8%	-4%	-4.8%	8%	9%
Cc1ccc(Nc2cc(=O)[nH]c(=O)[nH]2)cc1C	0.3%	-0.2	62	-4%	9%	-0.1%	9%	0.6%	7%	2%
NC(=O)CC(NC(=O)Cc1ccc(Br)cc1)c1ccc(N2CCC(N3CCCCC3)CC2)c([N+](=O)[O-])c1 (configuration not stated)	?	-1.9	96	-9%	-2%	1.5%	-2%	0.3%	-4%	10%
COCC1CCCN(Cc2nc(C(c3ccccc3)c3ccccc3)no2)C1 (configuration not stated)	-0.2%	0.7	71	5%	14%	-0.2%	-9%	0.6%	3%	-4%
Cc1ccccc1NCc1ccc([N+](=O)[O-])s1	0.0%	0.1	53	8%	7%	0.2%	1%	-1.2%	2%	-1%
O=C1Oc2ccccc2C2(O)C3CCCCCC3C12 (configuration not stated)	0.3%	-0.3	50	-5%	1%	0.4%	-19%	0.9%	6%	-5%
COc1c2c(cc3c1C(CC(O)Cc1ccccc1)N(C)CC3)OCO2 (configuration not stated)	0.2%	1.5	81	13%	2%	0.4%	3%	-2.5%	0%	0%
CCOC(=O)c1ccc(NC(=O)c2nc[nH]c2C(=O)N2CCN(C(=O)OC(C)(C)C)CC2)cc1	0.7%	0.7	81	1%	-8%	.	.	-1.3%	1%	-15%
O=[N+]([O-])c1ccc(N2CCN(C(=S)Nc3ccc(F)cc3F)CC2)cc1	-0.2%	3.5	43	-13%	10%	-0.5%	-22%	-2.3%	-4%	18%
COc1ccc(N2CC(C(=O)OCC(=O)Nc3cc(C)on3)CC2=O)cc1 (configuration not stated)	-0.4%	-0.5	52	-4%	2%	-1.3%	-4%	0.3%	1%	16%
O=S(=O)(Nc1ccc(Cl)cc1)c1ccc2c(c1)CCO2	0.0%	0.7	52	34%	8%	0.6%	2%	-0.7%	-1%	0%
COc1ccc(N(CC(=O)NC2CC2)S(=O)(=O)c2ccccc2)cc1	0.0%	3.3	56	1%	-2%	0.3%	2%	1.4%	13%	-7%
O=C(Nc1ccc(-n2cccc2)cc1)C1CC1	-0.3%	0.1	48	0%	17%	0.4%	-3%	-1.3%	0%	-5%
CC(C)(C)NC(=O)NC(=O)COC(=O)CNS(=O)(=O)/C=C/c1ccccc1	-0.5%	-1.1	46	-1%	10%	-0.4%	-4%	-0.6%	0%	-14%
Cc1ccccc1NCc1nc2ccccc2n1C	-0.2%	1.0	64	6%	-5%	0.3%	7%	-1.0%	10%	0%
O=S(=O)(c1ccccc1)N1CCN(Cc2ccccc2)CC1	0.2%	0.2	66	6%	-10%	0.3%	-1%	1.5%	-5%	11%
CCOc1cc(C(C#N)N2CCOCC2)ccc1OC (configuration not stated)	-0.2%	-1.2	54	3%	10%	0.0%	-6%	1.5%	0%	7%
CCN1CCN(Cc2ccc(NC(=O)c3cc(NC(=O)C(=O)c4c[nH]c5ccccc45)cc(OC)c3)cc2C(F)(F)F)CC1	0.3%	-5.4	58	29%	0%	7.1%	-1%&-7%	0.3%	0%	8%
c1ccc2c(c1)Cn1nnnc1-2	0.8%	-0.6	68	3%	-4%	3.4%	-2%	-0.2%	-2%	-5%
O=C(CSc1nnc(COc2ccccc2Cl)o1)NC(=O)NCc1ccco1	-0.1%	0.2	62	59%	3%	-0.9%[50 µM]	-2%	4.0%	72%	-14%
CCCCC(O)(c1ccc(CC)cc1)C(CN1CCOCC1)c1ccccc1 (configuration not stated)	0.0%	28	64	11%	98%	-0.8%[50 µM]	-4%	-0.8%	5%	10%
O/N=C/c1cc(Br)ccc1OCc1cccc(F)c1	-0.1%	1.4	62	-5%	9%	-11%	3%	1.1%	1%	15%
CCCNC(=O)N1CCCC(C(=O)c2cccc(Cl)c2)C1 (configuration not stated)	0.3%	1.7	42	-1%	5%	0.4%	-1%	1.5%	2%	-3%
O=S(=O)(NCC(c1ccccc1)N1CCNCC1)c1ccc(Cl)cc1 (configuration not stated)	0.3%	2.7	55	0%	-3%	0.1%	-5%	-1.7%	-3%	-1%	NS5 inhibitors pilot replicate=-2.7
O=C(CSc1nnc(-c2cccs2)o1)OC1CCCCC1	0.3%	1.3	47	-3%	8%	1.6%	-4%	2.1%	0%	1%
COCC(C)n1c(SCc2cc(=O)n3cc(C)ccc3n2)nc2ccccc2c1=O (configuration not stated)	-0.1%	0.1	62	4%	-18%	-0.1%	-1%	-2.4%	5%	-2%
COC(=O)C(C)N(C#N)c1nc(C)nc(C)n1 (configuration not stated)	-0.2%	3.1	45	-3%	-5%	5.4%	1%	-2.7%	-7%	6%
Cc1cccc(NC(=S)NC2CCCCCC2)c1C	-0.1%	2.0	29	-8%	10%	7.5%	1%	-0.6%	1%	-3%
O=C(Cn1c2ccc(F)cc2c2nc3n(c(=O)c21)CCS3)NC1CCCC1	0.1%	-0.3	43	7%	-2%	0.9%	-4%	-2.9%	1%	11%
CCN(CC)CCNC(=O)Cc1c(C(=O)O)n(C)c2ccccc12	-0.1%	1.7	64	2%	7%	-0.3%	4%	-1.6%	0%	2%

Reprinted from the part before: two entries; new compounds follow.
SMILES	GPR55 activation	NTR1 ag	NTR1 ag cell count 20 µM	AID2073	GPR55 antagonists	UTI89 phage lysis	NS5 inhibitors	HIV peptide binding	Siah-1 displacement	GPR35 antagonists	others
O=C(Cn1c2ccc(F)cc2c2nc3n(c(=O)c21)CCS3)NC1CCCC1	0.1%	-0.3	43	7%	-2%	0.9%	-4%	-2.9%	1%	11%
CCN(CC)CCNC(=O)Cc1c(C(=O)O)n(C)c2ccccc12	-0.1%	1.7	64	2%	7%	-0.3%	4%	-1.6%	0%	2%
Cc1ccccc1Cn1cc(NC(=O)CSc2nc3c(c(C(F)(F)F)n2)CCc2ccccc2-3)cn1	0.1%	-0.8	55	10%	2%	13%	-1%	1.3%	-4%	-10%
Cc1ccnc(S(=O)(=O)Cc2ccc([N+](=O)[O-])cc2)n1	0.0%	-1.6	68	0%	-5%	0.1%	-4%	2.0%	-4%	2%
CN(C)c1ccc(C(CNC(=O)c2ccco2)N2CCCC2)cc1 (configuration not stated)	-0.1%	0.8	52	-2%	21%	0.9%	1%	0.9%	2%	-5%
NC(=O)c1ccc(NC(=O)COc2cccc3ccccc23)cc1	-0.1%	0.6	63	6%	8%	-0.1%[50 µM]	-1%	3.1%	-4%	2%
Nc1ncnc(N2CCOCC2)c1N	0.3%	0.1	80	-2%	-3%	1.0%	-4%	10%	4%	10%
COc1ccccc1NC=C1C(=O)OC(C)(C)OC1=O	-0.2%	-2.0	95	8%	.	0.2%	-1%	-1.8%	-2%	1%	NS5 inhibitors pilot replicate=-6.8
O=C(CSc1nc2ccccc2o1)N1CCOCC1	0.4%	-0.8	56	11%	3%	-0.2%	-3%	-1.6%	-5%	17%
Cc1ccccc1NC(=O)C1c2cccc[n+]2CC(=O)N1c1c(C)cccc1C (configuration not stated)	-0.4%	-1.6	79	-2%	20%	0.3%	-11%	1.6%	4%	17%
Cc1onc(-c2c(F)cccc2Cl)c1C(=O)c1ccc(F)cc1	0.3%	2.0	56	-4%	9%	.	.	-2.2%	2%	4%
C/C(CC(=O)Nc1ccccn1)=N\NC(=O)c1ccncc1	-0.2%	-0.4	53	-4%	-6%	.	.	-1.4%	-6%	6%

Screens as filed in PubChem BioAssay.
